Assay outcomes: PubChem, several laboratories
Rin1 Abl inh = inhibitors of Rin1-Abl protein binding, primary screen, biochemical, TR-FRET. AID 588664, 2011. 360,000 compounds, 0.4% hits. inhibition, % at 7.35 µM. Tyrosine-protein kinase ABL1 (Homo sapiens) + Ras and Rab interactor 1 (Homo sapiens), …; in the data active means inhibition above about 5%, passing the limit was not always enough
PABP1 MLLE inh = inhibitors of PABP1 MLLE–PAM2 peptide binding, primary screen, biochemical, fluorescence polarization, FITC-PAM2, GST-MLLE. inhibition, % at 20 µM. 360,000 compounds, 0.36% hits; in the data active means inhibition above about 35%, passing the limit was not always enough;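 further: plate controls were DMSO wells with GST-MLLE for no effect and wells lacking GST-MLLE protein for full effect; some results filed as inactive read as strong as hits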
Target sequence (P11940 whole entry, looked up): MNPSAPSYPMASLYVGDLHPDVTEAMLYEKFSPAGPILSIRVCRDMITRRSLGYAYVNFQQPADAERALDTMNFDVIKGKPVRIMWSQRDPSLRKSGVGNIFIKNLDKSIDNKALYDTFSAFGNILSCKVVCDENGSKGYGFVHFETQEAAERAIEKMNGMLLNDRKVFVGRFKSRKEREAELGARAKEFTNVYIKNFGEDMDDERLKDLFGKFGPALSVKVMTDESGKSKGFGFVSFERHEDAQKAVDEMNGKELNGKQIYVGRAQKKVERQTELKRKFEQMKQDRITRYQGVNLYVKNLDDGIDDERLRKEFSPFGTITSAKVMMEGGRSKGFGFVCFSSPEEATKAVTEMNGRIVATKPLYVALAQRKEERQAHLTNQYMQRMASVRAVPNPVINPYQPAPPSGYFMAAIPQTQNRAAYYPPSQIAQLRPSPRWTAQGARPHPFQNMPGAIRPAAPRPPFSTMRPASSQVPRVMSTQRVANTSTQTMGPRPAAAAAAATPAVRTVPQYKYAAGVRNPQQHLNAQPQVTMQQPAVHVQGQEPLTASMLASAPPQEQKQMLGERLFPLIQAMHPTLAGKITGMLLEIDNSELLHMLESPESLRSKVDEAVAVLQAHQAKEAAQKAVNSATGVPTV
Neddyl block = inhibitors of cullin neddylation, primary screen, biochemical, TR-FRET, uHTS, NAE and Ubc12. calls only at 25 µM. 360,000 compounds, 0.58% hits. NEDD8-conjugating enzyme Ubc12 (Homo sapiens) + NEDD8-activating enzyme E1 regulatory …; in the data active means inhibition above about 36%
CSN inh = inhibitors of CSN-mediated cullin deneddylation, primary screen, biochemical, fluorescence polarization, uHTS. COP9 signalosome complex subunit 5 (Homo sapiens), Q92905. Purified CSN, SCF-Nedd8-OG deneddylation. inhibition, % at 12.5 µM. 360,000 compounds, 0.38% hits;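 active means pattern-corrected inhibition above about 35%, with an unprinted fluorescence ratio check between 0.5 and 1.5, limit read from the data, passing the limit was not always enough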;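 further: 0% = enzyme with substrate and 100% = substrate without enzyme; some results filed as inactive read as strong as hits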
Target sequence (Q92905 whole entry, looked up, one chain of several): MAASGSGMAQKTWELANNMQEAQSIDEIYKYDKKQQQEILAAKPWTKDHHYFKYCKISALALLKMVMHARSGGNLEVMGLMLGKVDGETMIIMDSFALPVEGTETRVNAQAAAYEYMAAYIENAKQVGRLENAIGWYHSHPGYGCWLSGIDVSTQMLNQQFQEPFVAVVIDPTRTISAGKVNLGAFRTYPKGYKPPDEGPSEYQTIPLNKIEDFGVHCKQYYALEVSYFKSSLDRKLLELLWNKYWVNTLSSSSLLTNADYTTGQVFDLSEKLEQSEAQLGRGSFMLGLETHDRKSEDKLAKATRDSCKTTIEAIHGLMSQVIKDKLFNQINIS
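Assay system: purified human Csn5 enzyme expressed in HEK293T cells; Input: 0.24 nM Csn5 enzyme, final concentration; Reagent: 10 nM SCFSkp2-Nedd8OG; Compound dosing: 12.5 µM single point; Times: reaction 90 min, room temperature; Technique: fluorescence polarization readout.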
TbMetRS inhib = T. brucei MetRS inhibitors, primary screen, biochemical, luminescence; methionyl-tRNA synthetase (Trypanosoma brucei brucei); purified T. brucei MetRS, ATP depletion, Kinase-Glo luminescence; inhibition, % at 11.9 µM; 360,000 compounds, 0.4% hits;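 active means inhibition above a per-plate cutoff of the control wells' mean inhibition plus 3 SD, cut at about 5.5% in these data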;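 further: 0% = DMSO wells median and 100% = median of wells with control inhibitor compound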
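System: purified T. brucei MetRS enzyme / Detection: Kinase-Glo luciferase luminescence reporting remaining unconsumed ATP / Medium: HEPES buffer with MgCl2, KCl, DTT, spermine, BSA, pyrophosphatase / Replication: singlicate, one well per compound / Evaluation: percent inhibition relative to median high and low control wells / Schedule: 2 h aminoacylation at 25 °C after 15 min preincubation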
E coli Lon inh = inhibitors of E. coli Lon protease, primary screen, biochemical, fluorescence polarization; inhibition, % at 7.94 µM; purified E. coli Lon protease; 360,000 compounds, 0.42% hits; P0A9M0; AID 602123, 2011; in the data active means inhibition above about 13%, passing the limit was not always enough;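 further: 0% = enzyme with probe and DMSO and 100% = no enzyme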
MsrA inh = bovine MsrA enzyme inhibitors, primary screen, biochemical, absorbance, HTS; Methionine sulfoxide reductase A (Bos taurus); purified bovine MsrA, absorbance read-out; inhibition, % at 15.5 µM; AID 651718, 2012; 360,000 compounds, 0.75% hits; in the data active means inhibition above about 4.5%;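 further: 0% = vehicle wells with enzyme and 100% = reference inhibitor wells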
FAS TE block = FAS thioesterase domain inhibitors, primary screen, biochemical, fluorescence intensity, uHTS; Fatty acid synthase (Homo sapiens), P49327; recombinant FAS-TE, OMFH fluorogenic substrate, fluorescence endpoint; inhibition, % at 15 µM; 360,000 compounds, 0.67% hits; AID 602261, 2012;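 active means compounds whose normalised, plate-corrected inhibition of enzyme fluorescence in the single-dose primary screen is 50% or more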;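 further: 0% = DMSO with enzyme and 100% = substrate without enzyme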
bovine MsrA act = bovine MsrA enzyme activators, primary screen, biochemical, absorbance, HTS. activation, % at 10.6 µM. AID 602163, 2012. purified bovine MsrA, absorbance read-out. 360,000 compounds, 0.3% hits; in the data active means activation above about 7.5%;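 further: 0% = vehicle and 100% = reference activator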
* hit, by the source's call; i = inactive; . = no result given.

Keys: A = Rin1 Abl inh; B = PABP1 MLLE inh; C = Neddyl block; D = CSN inh; E = TbMetRS inhib; F = E coli Lon inh; G = MsrA inh; H = FAS TE block; I = bovine MsrA act
O=C(NCCC(F)(F)F)C1Cc2c(-c3ccccc3Oc3ccccc3)ccnc2O1 (stereo not drawn)
  A: 1	B: -7	C: i	D: -3	E: -0.4	F: -8	G: 1.1	H: 12	I: -2
Nn1c(SCC(=O)Nc2ccc(N3CCOCC3)cc2)nnc1-c1cccc(F)c1
  A: -1	B: -78	C: i	D: 3	E: -0.3	F: 10	G: 0.7	H: -8	I: 0
COCC1OC(OC(C)C(O)c2cnc3nc(N)[nH]c(=O)c3n2)C(O)C(OC)C1O (stereo not drawn)
  A: 1	B: -2	C: .	D: -2	E: -0.1	F: -10	G: 0.3	H: 0	I: -1
C[C@H]1CN=C2N(CCNC(=O)CCC3CCCCC3)[C@H](Cc3ccc(O)cc3)CN21
  A: 2	B: -7	C: i	D: 3	E: -0.2	F: 3	G: -0.2	H: -10	I: 0
COc1ccc(N2CCN(c3nc(Nc4ccc(C)c(F)c4)nc(N4CCCC4)n3)CC2)cc1
  A: -1	B: 11	C: i	D: -8	E: 0.3	F: 0	G: -1.4	H: 14	I: -2
NC(N)=NC1=NC(=O)C(Cc2ccccc2)S1 (stereo not drawn)
  A: 1	B: -6	C: i	D: 2	E: 0.9	F: 7	G: -0.8	H: -1	I: -2
O=C(NCCCN1CCN(Cc2ccccc2Cl)CC1)Nc1ccccc1
  A: 2	B: 9	C: i	D: 1	E: -0.8	F: -4	G: -0.3	H: -7	I: -4
Cc1ccccc1Nc1nn2c(=O)c3ccc(C(=O)N4CCCC(C)C4)cc3nc2s1 (stereo not drawn)
  A: 0	B: -8	C: i	D: 1	E: -0.2	F: -16	G: 0.4	H: 30	I: -6
Cc1nc(C(C)NC(=O)CCc2nnc(CCCc3ccccc3)o2)c(C)s1 (stereo not drawn)
  A: -1	B: -3	C: i	D: -10	E: -0.9	F: 1	G: 1.4	H: -3	I: -9
C/C(CC(C)(C)C1CCCCC1)=N\NC(N)=S
  A: -4	B: 1	C: i	D: 0	E: -0.6	F: -1	G: -0.3	H: 6	I: 0
COc1cccc(NC(=O)CN2C(=O)COc3ccc(C)cc32)c1
  A: 0	B: 3	C: i	D: 4	E: -0.1	F: -2	G: 1.5	H: 3	I: -2
O=C(NCC(O)c1ccccc1)c1ccc(Cl)c(S(=O)(=O)N2CCCCC2)c1 (stereo not drawn)
  A: 0	B: 10	C: i	D: -1	E: 1.2	F: -5	G: -1.0	H: -2	I: -3
NC(=O)c1ccsc1NC(=O)CSc1nnc(NC2CC2)s1
  A: 1	B: -9	C: i	D: -4	E: -0.2	F: -7	G: -0.6	H: -4	I: -4
COC(=O)[C@@H](Cc1c[nH]c2ccccc12)NC(=O)CCC(=O)c1ccc(F)cc1
  A: 0	B: -40	C: i	D: -1	E: -0.3	F: 3	G: -0.1	H: 0	I: -4
Cn1c(N)c(N2CCN(c3ccccc3)CC2)c(=O)[nH]c1=O
  A: 5	B: -2	C: i	D: 2	E: -0.8	F: -3	G: 0.6	H: -5	I: -7
CCOC(=O)N/N=C1\CCS(=O)(=O)c2ccc(Cl)cc21
  A: 2	B: -1	C: i	D: -7	E: -0.4	F: 3	G: -1.5	H: -5	I: -1
O=C(CCNc1cc(Cl)cc(Cl)c1)c1ccco1
  A: 0	B: 16	C: i	D: 2	E: 0.5	F: -16	G: -0.2	H: 11	I: -1
COC(=O)c1c(NC(=O)c2ccc(C)c(S(=O)(=O)Nc3ccccc3C)c2)sc2c1CCCC2
  A: 3	B: 7	C: i	D: -12	E: -0.1	F: -2	G: 2.1	H: 29	I: -2
COc1ccc(S(=O)(=O)N(C)C[C@H]2Oc3cc(Br)ccc3S(=O)(=O)N([C@H](C)CO)C[C@H]2C)cc1
  A: 0	B: -2	C: i	D: -6	E: -1.2	F: 7	G: 1.6	H: 22	I: -5
COc1ccc2nc(C)cc(Nc3ccc(N4CCOCC4)cc3)c2c1
  A: -6	B: -11	C: i	D: 0	E: -0.9	F: -6	G: 3.6	H: -8	I: -6
Cc1ccc(NC(=O)COC(=O)C2CC2C)c(S(=O)(=O)N2CCCCC2)c1 (stereo not drawn)
  A: -1	B: -3	C: i	D: -6	E: -0.2	F: 4	G: 0.8	H: 4	I: 3
CCNC(=O)Cn1cc(C#N)c2ccccc21
  A: 2	B: -87	C: i	D: -2	E: -0.7	F: 8	G: 0.2	H: -4	I: 2
c1cncc(-c2nc(NCc3ccco3)c3ccccc3n2)c1
  A: -1	B: -3	C: i	D: 2	E: 0.3	F: -5	G: 1.9	H: 1	I: -1
CC(CCCCCCCCC(=O)O)N(CCO)C(=O)OC(C)(C)C (stereo not drawn)
  A: -1	B: -2	C: i	D: -2	E: -0.3	F: -2	G: -0.2	H: -2	I: -1
O=C(CSc1nc2ccccc2o1)Nc1cc(C(F)(F)F)ccc1N1CCOCC1
  A: 3	B: -36	C: i	D: 6	E: -0.2	F: -3	G: -1.1	H: 20	I: 2
O=C(Nc1cc([N+](=O)[O-])c2[nH]c(=O)c3ccccc3c2c1)C(F)(F)F
  A: 1	B: -2	C: i	D: -1	E: -0.5	F: 4	G: 2.0	H: 0	I: -7
CCNC(=S)SCCOc1ccc(C)cc1
  A: 2	B: 10	C: i	D: 0	E: -0.5	F: -14	G: -0.1	H: -5	I: -4
COCC1CCN(C(=O)c2ccc3oc(Cc4ccc(Cl)cc4)nc3c2)C1 (stereo not drawn)
  A: -3	B: 1	C: i	D: 2	E: -0.8	F: 5	G: -0.5	H: 0	I: -9
CCOc1ccc(NC(=O)CSc2nc(C3CC3)nc3ccccc23)cc1
  A: 2	B: 4	C: i	D: -8	E: -2.3	F: -3	G: 0.1	H: -5	I: -13
Cc1cccc(C)c1NC(=O)C(c1ccc(-c2ccccc2)cc1)n1c(=O)c(-c2cc3ccccc3[nH]2)nc2ccccc21 (stereo not drawn)
  A: .	B: .	C: .	D: 0	E: -0.7	F: .	G: 0.4	H: .	I: .

As entered above.
In MsrA inh, CCNC(=O)Cn1cc(C#N)c2ccccc21 has 0.2
In bovine MsrA act, NC(N)=NC1=NC(=O)C(Cc2ccccc2)S1 (stereo not drawn) has -2

Later entries.
Keys: A = Rin1 Abl inh; B = PABP1 MLLE inh; C = Neddyl block; D = CSN inh; E = TbMetRS inhib; F = E coli Lon inh; G = MsrA inh; H = FAS TE block; I = bovine MsrA act
CS(=O)(=O)N(CC(=O)NC1CCCCC1)Cc1ccc(Cl)cc1
  A: -1	B: -9	C: i	D: -2	E: -0.9	F: -10	G: 0.6	H: -12	I: -5
CCN(CC(=O)Nc1c(F)cccc1F)C(=O)c1c(-c2ccccc2Cl)noc1C
  A: 3	B: 1	C: i	D: -2	E: 0.2	F: -3	G: 1.5	H: -8	I: -6
CCOC(=O)c1c(NC(=O)c2ccccc2)sc2c(O)c(CN(CC)CC)ccc12
  A: 1	B: 0	C: i	D: 1	E: -0.1	F: -12	G: 2.6	H: -63	I: -6
Cc1ccc(S(=O)(=O)n2nc(OC(=O)c3cccc(F)c3)cc2N)cc1
  A: -1	B: -1	C: i	D: 3	E: -0.1	F: 0	G: 0.7	H: -2	I: -2
COc1ccc(CNC(=O)C/C(C)=N/NC(=O)C23CC4CC(CC(C4)C2)C3)cc1
  A: 1	B: -3	C: i	D: -1	E: -0.2	F: -2	G: -0.8	H: -1	I: -3
O=C(NCc1cccnc1)C(=O)NC1CCCCC1
  A: 2	B: 11	C: i	D: -2	E: -0.1	F: -11	G: -1.0	H: -8	I: -6
CN1CCN(C2=NC(=O)/C(=C/c3ccccc3OS(=O)(=O)c3ccccc3)S2)CC1
  A: -2	B: 22	C: i	D: -2	E: 0.0	F: 2	G: 1.7	H: 10	I: -2
CC(C)CC1NC(=S)N(Cc2ccccc2)C1=O (stereo not drawn)
  A: -3	B: -6	C: i	D: -4	E: -0.6	F: -5	G: -1.3	H: 0	I: -1
O=C(Cn1cnc2ccccc2c1=O)N1CCN(S(=O)(=O)c2ccc(F)cc2)CC1
  A: 4	B: -38	C: i	D: 2	E: -0.4	F: -11	G: -0.4	H: -3	I: -5
Cn1cccc1/C=N/N1CCN(c2ccccc2)CC1
  A: 1	B: 11	C: i	D: -2	E: 0.0	F: 4	G: -0.1	H: -2	I: 0
COC(=O)c1cccc(NC(=O)c2onc3c2CCCC3)c1
  A: -1	B: -12	C: i	D: 7	E: -0.5	F: 8	G: 0.4	H: -8	I: -1
Cc1cccc(/C(N)=N/OC(=O)c2cccc3ccccc23)c1
  A: 2	B: 2	C: i	D: -1	E: -0.4	F: -11	G: -0.8	H: 19	I: -4
Cc1cccc(NC(=O)CSc2nc(N)cc(N)n2)c1
  A: 1	B: -8	C: i	D: 0	E: 0.2	F: 3	G: -0.9	H: -6	I: -3
CCN(CC)c1ccc(NC(=O)CSc2n[nH]c(-c3ccco3)n2)cc1
  A: -1	B: -5	C: i	D: 5	E: -0.3	F: -6	G: -0.6	H: -9	I: -1
O=C(Nc1ccc(N2CCN(C(=O)c3ccco3)CC2)cc1)c1ccccc1
  A: 1	B: -1	C: i	D: 0	E: 0.1	F: -7	G: 0.2	H: -3	I: 0
CCc1ccc(Nc2nnc(SCC(=O)Nc3sccc3C(N)=O)s2)cc1
  A: -4	B: -75	C: i	D: 4	E: 0.3	F: 5	G: 0.8	H: 8	I: -1
CCS(=O)(=O)Nc1cccc(C2=NN(C(=O)c3ccco3)C(c3ccco3)C2)c1 (stereo not drawn)
  A: 4	B: -5	C: i	D: 1	E: -0.2	F: 2	G: 3.1	H: 0	I: -3
CC(C)OC(=O)COc1ccc(-c2ccccc2)cc1
  A: 2	B: -1	C: i	D: -2	E: 2.1	F: -5	G: -1.1	H: 12	I: -5
Cc1ccc2oc(-c3ccc(NC(=O)c4ccc5c(c4)OCO5)cc3)nc2c1
  A: 2	B: -8	C: .	D: 4	E: -0.8	F: -2	G: -1.2	H: -3	I: 1
